From PubChem
FBPA coupling cs: qHTS Assay for Inhibitors of Fructose-1,6-bisphosphate Aldolase from Giardia Lamblia: Coupling assay counterscreen; coupling enzyme system counterscreen, AmpLite Red fluorescence; activity change, negative = inhibition, % at 58.2 µM, hits read low; 290,000 tested, 0.67% active; AID 2472, 2010; in the data active means activity change below about -30%; further: on the % scale 0 is the no-effect control and ±100 the full control effect
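Activity here indicates interference with the coupling reaction, not aldolase inhibition. Compounds at 57.5 uM final met coupling enzymes for 10 min at RT; substrate and AmpLite Red detection followed, with a 525/598 nm fluorescence read after 20 min.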
KCNH2 WT inh: qHTS for Inhibitors of KCHN2 3.1: Wildtype qHTS | Voltage-gated inwardly rectifying potassium channel KCNH2 (Homo sapiens), Q12809 | U2OS, BacMam KCNH2, thallium flux FluxOr; hits give low values | activity change, % at 1.84 µM | 340,000 tested, 0.37% active | AID 720551, 2013;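 active means maximum activity change below -70%; inconclusive means maximum activity change between -70% and -50%; inactive means maximum activity change above -50%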; further: on the % scale 0 is the no-effect control and ±100 the full control effect
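U2OS cells transduced with wild-type KCNH2 virus are loaded with FluxOr dye for 45 min, and thallium flux is measured in kinetic reads before and after stimulation buffer. Rate constants are normalized to DMSO controls.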
AT treatment: qHTS Assay for Identifying a Potential Treatment of Ataxia-Telangiectasia | […] A-T fibroblasts, KAP-1 phosphorylation AlphaLISA; neocarzinostatin DNA damage 30 min before lysis | Potency, µM (titrated, usually from 57.5 µM), for inactives: at the highest dose activation, hits mostly activators | 320,000 tested, 0.19% active | AID 485349, 2010; further: potency means the concentration at half of the fitted maximal effect; % of control where 0% means no effect; nearly all actives have a fitted effect of over 45% in size
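ATM-like activity read as KAP-1 phosphorylation via AlphaLISA donor/acceptor antibody pairs after lysis and 6 hr at 25C. Cells were ATM-null patient fibroblasts ([…], hTERT), dosed 60 min, then exposed to the DSB inducer NCS for 30 min.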
CXXC DNA block: qHTS Fluorescence Polarization Assay for Inhibitors of MLL CXXC domain - DNA interaction; AID 2662, 2010; Histone-lysine N-methyltransferase 2A (Homo sapiens), Q03164; 290,000 tested, 0.037% active; Potency, µM (series often up to 115 µM), inactives show at the highest dose activity change, negative = inhibition, hits mostly inhibitors; MLL-CXXC / FITC-HOXA9 DNA fluorescence polarization; active means well fitted inhibition curve with a large enough effect in the polarisation, with a control signal flat, not every such curve was filed as active; inconclusive means small, poorly fitted or top-dose-only effect, or effect the other way, or a change in a side signal; inactive means no such curve, though single readings can be large or run the other way; the % refers to the polarisation; further: potency means the concentration at half of the fitted maximal effect
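Steps: dispense CXXC domain solution (7 uM) → pin compounds or unlabeled HOX-A9 DNA control → 5 min ambient → add FLSN-HOX-A9 solution (50 nM) → spin → 30 min ambient → fluorescence polarization. Tris pH 7.5/NaCl/DTT/BSA buffer.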
MBNL1 CUG block: qHTS Assay for Inhibitors of MBNL1-poly(CUG) RNA binding | Muscleblind-like protein 1 (Homo sapiens), Q9NR56 | 280,000 tested, 0.036% active | Potency, µM (series often up to 57.5 µM), for inactives: at the top dose activity change, negative = inhibition, usual class: inhibitors | AID 2675, 2010 | TR-FRET MBNL1-His/biotin-(CUG)12 binding, 665/545 ratio; active means well fitted inhibition curve with a large enough effect in the signal ratio, with a control signal flat, not every such curve was filed as active; inconclusive means small, poorly fitted or top-dose-only effect, or effect the other way, or a change in a side signal; inactive means no such curve, though single readings can be large or run the other way; the % refers to the signal ratio; further: potency means the concentration at half of the fitted maximal effect; on the % scale 0 is the no-effect control and ±100 the full control effect
Target sequence (Q9NR56 whole entry, looked up): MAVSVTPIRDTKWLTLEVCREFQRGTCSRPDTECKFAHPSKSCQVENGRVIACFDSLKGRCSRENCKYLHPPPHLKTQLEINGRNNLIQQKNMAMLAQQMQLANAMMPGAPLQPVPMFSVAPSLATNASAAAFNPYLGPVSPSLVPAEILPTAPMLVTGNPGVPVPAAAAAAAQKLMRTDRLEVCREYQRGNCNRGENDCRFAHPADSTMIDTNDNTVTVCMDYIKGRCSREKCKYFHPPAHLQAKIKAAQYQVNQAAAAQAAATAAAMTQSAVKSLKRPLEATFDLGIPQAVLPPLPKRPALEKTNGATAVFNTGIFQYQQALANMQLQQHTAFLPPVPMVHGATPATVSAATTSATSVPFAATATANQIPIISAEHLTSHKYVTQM
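TR-FRET readout: Ex 340 nm, 665/545 nm emission ratio, normalized to buffer-only (basal) and MBNL1-(CUG)12 controls. Complex of MBNL1-His with Biotin-(CUG)12, compounds 92 nM–58 uM, incubated 60 min at room temperature.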
ASM inhibitor: Inhibitors of Secretory Acid Sphingomyelinase (S-ASM): qHTS | Sphingomyelin phosphodiesterase (Homo sapiens), P17405 | placental ASM, HMU-PC fluorogenic substrate, 60 min | Potency, µM (doses to about 57.5 µM), inactives show at the top dose activity change, negative = inhibition, usual class: inhibitors | 340,000 tested, 0.006% active | AID 504937, 2011; further: potency means the concentration at half of the fitted maximal effect
Target sequence (P17405 47-631 limits assumed): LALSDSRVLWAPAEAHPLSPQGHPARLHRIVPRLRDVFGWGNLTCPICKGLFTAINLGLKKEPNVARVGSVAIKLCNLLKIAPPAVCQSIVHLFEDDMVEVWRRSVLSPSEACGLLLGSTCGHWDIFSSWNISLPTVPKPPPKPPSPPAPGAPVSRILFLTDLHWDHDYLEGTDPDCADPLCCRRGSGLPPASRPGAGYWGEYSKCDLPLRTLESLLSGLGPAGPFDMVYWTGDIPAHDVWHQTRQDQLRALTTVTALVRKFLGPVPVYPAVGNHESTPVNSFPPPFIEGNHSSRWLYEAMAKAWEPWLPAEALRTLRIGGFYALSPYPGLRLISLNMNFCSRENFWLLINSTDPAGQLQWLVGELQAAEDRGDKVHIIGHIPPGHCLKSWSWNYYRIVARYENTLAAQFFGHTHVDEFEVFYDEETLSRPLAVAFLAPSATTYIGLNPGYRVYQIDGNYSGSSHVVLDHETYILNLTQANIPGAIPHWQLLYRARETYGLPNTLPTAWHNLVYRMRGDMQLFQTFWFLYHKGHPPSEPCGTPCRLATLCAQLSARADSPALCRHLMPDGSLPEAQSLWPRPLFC
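HMU-PC0 cleavage (9 uM final) by human placental ASM, 60 min at 37 °C following 10 min compound exposure at RT; stopped at pH 10, fluorescence Ex 386/Em 447 nm.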
KCNH2 3.1 block: qHTS for Inhibitors of KCHN2 3.1: Mutant qHTS; Potassium voltage-gated channel subfamily H member 2, brain isoform KCNH2 3.1 (human); U2OS KCNH2 3.1, thallium flux FluxOr; hits give low values; activity change, % (tested at about 1.8 µM); 340,000 tested, 0.95% active; AID 720553, 2013;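 active means maximum activity change below -70%; inconclusive means maximum activity change from -70% to -50%; inactive means maximum activity change above -50%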;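 further: thallium influx rate constant from kinetic fluorescence after stimulation buffer; on the % scale 0 is the no-effect control and ±100 the full control effect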
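We transduce U2OS cells with the mutant 3.1 virus, culture them overnight, load FluxOr with Red40 quencher for 45 min, then add stimulation buffer and read kinetically for 2 min to derive a normalized rate constant.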
Integrin act MD: qHTS for Activators of Integrin-Mediated Alleviation for Muscular Dystrophy | Potency, µM (doses to about 38.3 µM), inactives show at the top dose activation, usual class: activators | AID 624291, 2012 | 350,000 tested, 0.064% active | alpha7betagal myoblasts, beta-gal FDG fluorescence, 48 h;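 further: potency means the concentration at half of the fitted maximal effect; 100% = response of the positive control SU9516; nearly all actives have a fitted effect of over 60% in size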
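Alpha7betagal+/- myoblasts (passage 13) were plated 16-24 hr, then exposed to compounds (1:260 dilution of DMSO stock) for 48 hours at 37C. After MPER lysis, β-galactosidase reporter activity was read as FDG fluorescence (ex 480/em 540) after 30 minutes.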
TRPV1 ag: HTS Assay for Compounds that Act as Agonists of the Vanilloid Receptor 1; TRPV1-expressing cells, Fluo-8 calcium influx, agonist mode; activation, % at 8.33 µM; 320,000 tested, 0.19% active; AID 540275, 2011; in the data active means activation above about 80%; inconclusive means between about 30% and that limit; further: 0% is about no effect
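Cells expressing TRPV1 were dye-loaded with Fluo-8 and read kinetically: 10 s baseline, 3 min after compound (agonist portion), then 2 min after EC20 capsaicin (allosteric enhancer portion). Calcium-bound dye fluorescence at 480/520 nm.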
GALK inhibitor: qHTS Assay for Inhibitors of Human Galactokinase (GALK); P51570; Purified GALK, Kinase-Glo residual ATP luminescence; Potency, µM (doses to about 57.5 µM), inactives show top-dose activity change, negative = inhibition, most hits filed as inhibitors; 270,000 tested, 0.007% active; further: potency means the concentration at half of the fitted maximal effect; on the % scale 0 is the no-effect control and ±100 the full control effect
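Kinase-Glo Plus luminescence measured ATP left after a 1 h room-temperature reaction. The reaction used 5 nM GALK, 100 uM galactose and 35 uM ATP at pH 8.0 (20 mM HEPES, 5 mM MgCl2, 60 mM NaCl, 1 mM DTT, 0.01% BSA).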
Starred values were filed as active, the others as inactive; ? = inconclusive; . = not tested or not shown. Unless noted, the call rests on the fitted dose curve; in most records, active means well fitted curve in the direction sought with a large enough effect; inconclusive means small, poorly fitted or top-dose-only effect, or another doubt; inactive means no such curve, though single readings can be large; an effect the other way counts as inactive or inconclusive.

Below each compound: ASM inhibitor	FBPA coupling cs	Integrin act MD	KCNH2 WT inh	CXXC DNA block	AT treatment	MBNL1 CUG block	TRPV1 ag	KCNH2 3.1 block	GALK inhibitor
[1] COc1ccccc1CNC(=O)c1ccc(-c2ccccc2C(F)(F)F)o1
→ -5%	0	-13%	9	-2%	9%	13%	?	5	.
[2] [N-]=[N+]=NCCN1CCN(CCc2ccccc2)CCC1=O
→ 7%	1	-3%	1	-3%	6%	5%	2	6	.
[3] COc1ccc(NC(=O)/C(C#N)=C/c2ccc[nH]2)c(OC)c1
→ -4%	.	-9%	-25	-1%	-8%	10%	-1	3	-1%
[4] CC1CCN(S(=O)(=O)c2ccc(C(=O)N3CCCC(C(F)(F)F)C3)cc2)CC1 (stereo not given)
→ -1%	.	-3%	-3	.	15%	.	20	7	.
[5] COc1cc(Cl)c(CNC[C@H]2O[C@@H](n3ccc(=O)[nH]c3=O)[C@H](O)[C@@H]2O)c(Cl)c1O
→ -2%	.	19%	0	.	.	.	.	-7	.
[6] O=C1NC(NS(=O)(=O)c2ccc(Cl)cc2)(C(F)(F)F)C(=O)N1c1ccccc1 (stereo not given)
→ 3%	11	2%	-7	5%	1%	-1%	-2	-7	-1%
[7] Cc1noc(C)c1CSc1nnc2ccc3ccccc3n12
→ -2%	1	0%	6	11%	-1%	2%	1	10	-1%
[8] CC1(c2ccccc2Cl)NC(=O)N(CC(=O)N2CCc3ccccc32)C1=O (stereo not given)
→ 5%	.	11%	-5	.	5%	.	.	18	.
[9] Cc1csc(NC(=O)/C=C/c2ccco2)n1
→ 2%	-1	-8%	-3	5%	0%	?	8	2	0%
[10] CC(=O)N1CCN(C(C)=O)C1c1ccccc1
→ 5%	0	-42%	-3	8%	1%	2%	2	-6	-3%
[11] COc1ccc(C)cc1NC(=O)c1cccc(C(=O)Nc2cc(C)ccc2OC)n1
→ -1%	2	1%	-6	1%	1%	-5%	-1	.	-4%
[12] COCc1cc(=O)n2[nH]c(C)c(-c3ccccc3)c2n1
→ 7%	0	23%	7	-4%	-10%	3%	-6	9	7%
[13] Cn1c(SCc2cc(=O)[nH]c(C(C)(C)C)n2)nnc1C(F)(F)F
→ -1%	-2	-6%	-4	-7%	3%	.	3	10	-3%
[14] CCC(=O)NC1(C(F)(F)F)C(=O)NC(C)=C1C#N (stereo not given)
→ 2%	-2	11%	-1	-5%	16%	-8%	-2	27	-4%
[15] O=C(Cc1ccc(Cl)cc1)Nc1ncc([N+](=O)[O-])s1
→ 0%	1	21%	-2	10%	-1%	.	5	1	-3%
[16] O=C(OCCN1C(=O)c2ccccc2C1=O)Oc1ccccc1
→ -5%	.	1%	-2	14%	10%	6%	1	25	-1%
[17] COc1ccccc1-c1cc(C(=O)NCc2ccc(Cl)cc2)no1
→ 12%	0	1%	-17	-5%	4%	-5%	.	-4	-6%
[18] O=C(NCC(=O)N1CCN(Cc2ccccc2)CC1)c1ccc(Br)o1
→ -2%	2	-22%	-5	4%	3%	-3%	3	-13	-3%
[19] COc1ccc(-c2ccc(/C=C(\NC(=O)c3ccccc3)C(=O)N3CCOCC3)o2)cc1
→ -3%	1	-32%	7	5%	-7%	?	3	30	4%
[20] CCCN(CC(=O)Nc1ccccc1C)C(=O)Cc1cccs1
→ 1%	.	-9%	-13	.	3%	.	3	1	.
[21] O=[N+]([O-])/C(C(Cl)=C(Cl)Cl)=C(\Sc1ccccc1)N1CCCCC1
→ -1%	0	-15%	2	-12%	0%	-9%	0	-1	12%
[22] CCNC(=O)/C(=C/c1ccc2c(c1)OCO2)NC(=O)c1ccc(Br)cc1
→ 0%	7	-7%	20	4%	27%	2%	4	-7	0%
[23] COc1ccc(NC(=O)CN(C)C(=O)C2CSC3(C)CCC(=O)N23)cc1 (stereo not given)
→ 1%	.	-5%	-15	.	2%	.	2	19	.
[24] CCC(=O)N1CCN(C(C)=O)C1c1ccccc1 (stereo not given)
→ 7%	0	19%	6	11%	0%	-8%	2	-19	1%
[25] CCN(CC)c1ccc(NC(=S)NC(=O)c2ccco2)cc1
→ -1%	1	-40%	-19	9%	5%	4%	?	-1	2%
[26] Cn1cccc1Cc1nnc(SCC(=O)Nc2nc3ccccc3s2)n1CCc1ccccc1
→ 19%	1	0%	6	-25%	4%	8%	15	-10	-1%
[27] NS(=O)(=O)c1cccc(NC(=O)c2cccc(S(=O)(=O)N3CCCCCC3)c2)c1
→ 0%	.	-21%	1	.	4%	.	.	-5	.
[28] CC1Sc2ccc(S(=O)(=O)N3CCN(c4cccc(Cl)c4)CC3)cc2NC1=O (stereo not given)
→ -8%	.	13%	11	-4%	10%	0%	3	-16	-2%
[29] CN(Cc1ccccc1)C(=O)COC(=O)c1ccccc1Nc1ccccc1
→ 7%	0	-10%	-3	0%	11%	3%	8	-25	-1%
[30] COc1ccc(NC(=O)CSC2=NN3CCCC(=O)N=C3S2)c(OC)c1
→ -2%	-7	-38%	1	-6%	8%	-3%	-1	2	-1%
[31] Cc1ccc(S(=O)(=O)c2ccc(C)cc2)cc1
→ 5%	-6	25%	-26	11%	6%	-8%	5	-5	2%
[32] Cc1ccc(NS(=O)(=O)c2ccc(-c3ccc(=O)[nH]n3)o2)cc1Cl
→ -19%	1	5%	-3	-3%	-2%	?	21	2	-4%
[33] Cc1ccc(-c2nc3ccccc3n3nnnc23)cc1
→ 24%	2	-8%	-7	11%	1%	11%	1	9	0%
[34] COC(=O)CCC(=O)N1CCCC(CO)(Cc2ccccc2)C1 (stereo not given)
→ 3%	0	-31%	.	-1%	9%	-5%	-1	-11	4%
[35] CC(=O)N1CCCN(Cc2cn(-c3cc(C)ccc3C)nc2-c2ccccc2)CC1
→ -3%	1	-5%	1	-18%	1%	-1%	26	-6	1%
[36] CC1CCCC(C)N1C(=O)COC(=O)/C=C/c1ccco1 (stereo not given)
→ 2%	.	7%	-1	.	17%	.	.	12	.
[37] Cc1ccccc1NC(=S)NC(NC(=O)c1ccccc1C)C(Cl)(Cl)Cl (stereo not given)
→ -5%	4	-24%	1	8%	5%	-7%	0	-7	-2%
[38] COc1cc(CN2CCCC(C(=O)c3ccc(C(C)(C)C)cc3)C2)cc(OC)c1O (stereo not given)
→ -2%	-9	-39%	27	15%	-3%	3%	1	?	-2%
[39] Cc1ccc(-c2cc(C(=O)N3CCN(C(=O)c4ccco4)CC3)[nH]n2)cc1C
→ 3%	1	-17%	4	5%	5%	-2%	0	-22	0%
[40] O=[N+]([O-])c1cc(S(=O)(=O)Nc2ccccc2)ccc1N1CCN(c2ccc(O)cc2)CC1
→ -1%	-15	-7%	1	-8%	-3%	?	5	0	1%
[41] O=C(NNC(=O)c1ccc[nH]1)Nc1cc(Cl)cc(Cl)c1
→ 1%	4	16%	3	-6%	6%	-1%	0	-10	-2%
[42] O=c1ccccn1Cc1c(F)cccc1Cl
→ -8%	0	-31%	-2	-9%	.	5%	-6	0	0%
[43] Cc1ccc(OC(=O)c2ccc(S(=O)(=O)N(C)C)cc2)c(-n2nc3ccccc3n2)c1
→ -5%	-2	22%	5	0%	23%	6%	19	?	0%
[44] CCOc1cc(N2CCOCC2)c(OCC)cc1NC(=O)CN1C(=O)NC(CC)(c2ccc(F)cc2)C1=O (stereo not given)
→ 6%	.	12%	-4	.	.	.	.	-19	.

Outcome played no part in choosing rows. Share with any hit: about 2%.
